# FadD28 FP inh: inhibitors of FadD28 bisubstrate probe binding, primary screen, biochemical, fluorescence polarization, single point. Mycobacterium tuberculosis FadD28 fatty-acid-AMP ligase. hit rate 0.22% among 360,000. AID 588549, 2011. inhibition, % at 12.5 µM; in the data active means inhibition above about 8.5%, passing the limit was not always enough; inconclusive means no clear call, values can overlap the other calls
# Mtb UGM inh: M. tuberculosis UGM enzyme inhibitors, primary screen, biochemical, fluorescence polarization, single point. UDP-galactopyranose mutase (Mycobacterium tuberculosis (strain ATCC 25618 / H37Rv)), …. purified UGM, fluorescence polarization probe displacement. inhibition, % at 10 µM. hit rate 0.06% among 320,000; in the data active means inhibition above about 10%, passing the limit was not always enough; inconclusive means no clear call, values can overlap the other calls
# Target sequence (P9WIQ1 whole entry, looked up): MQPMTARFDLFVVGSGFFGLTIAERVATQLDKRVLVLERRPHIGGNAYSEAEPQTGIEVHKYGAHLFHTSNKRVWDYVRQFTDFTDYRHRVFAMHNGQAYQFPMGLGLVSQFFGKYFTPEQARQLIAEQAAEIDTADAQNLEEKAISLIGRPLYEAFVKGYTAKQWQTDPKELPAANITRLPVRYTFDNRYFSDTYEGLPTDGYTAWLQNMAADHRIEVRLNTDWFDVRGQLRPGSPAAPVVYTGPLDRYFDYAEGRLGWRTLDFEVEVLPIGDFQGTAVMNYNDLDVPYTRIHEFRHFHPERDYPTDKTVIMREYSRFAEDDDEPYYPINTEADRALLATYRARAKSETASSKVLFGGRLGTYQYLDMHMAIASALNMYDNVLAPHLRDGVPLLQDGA
# BoNT A protease: BoNT/A light chain protease inhibitors, primary screen, biochemical, flow cytometry, MLPCN library. AID 588499, 2011. multiplex microsphere protease substrate cleavage. inhibition, % at 10 µM. hit rate 0.17% among 360,000; in the data active means inhibition above about 30%; inconclusive means no clear call, values can overlap the other calls; further: plate controls were buffer without enzyme for full effect and enzyme alone for no effect
# BioA inh: M. tuberculosis BioA enzyme inhibitors, primary screen, biochemical, plate reader, single point, HTS. AID 602481, 2012. inhibition, % at 9.99 µM. hit rate 0.096% among 360,000. purified M. tuberculosis BioA enzyme; in the data active means inhibition above about 40%; inconclusive means no clear call, values can overlap the other calls
# Mtb FBA inh: Mtb FBA enzyme inhibitors, primary screen, biochemical, fluorescence, strain H37Rv. purified M. tuberculosis FBA, fluorescence read-out. inhibition, % at 1 µM. hit rate 2.3% among 360,000. AID 588726, 2011; in the data active means inhibition above about 27%;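 further: 0% = vehicle and 100% = reference inhibitor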
# Target sequence (P9WQA3 whole entry, looked up): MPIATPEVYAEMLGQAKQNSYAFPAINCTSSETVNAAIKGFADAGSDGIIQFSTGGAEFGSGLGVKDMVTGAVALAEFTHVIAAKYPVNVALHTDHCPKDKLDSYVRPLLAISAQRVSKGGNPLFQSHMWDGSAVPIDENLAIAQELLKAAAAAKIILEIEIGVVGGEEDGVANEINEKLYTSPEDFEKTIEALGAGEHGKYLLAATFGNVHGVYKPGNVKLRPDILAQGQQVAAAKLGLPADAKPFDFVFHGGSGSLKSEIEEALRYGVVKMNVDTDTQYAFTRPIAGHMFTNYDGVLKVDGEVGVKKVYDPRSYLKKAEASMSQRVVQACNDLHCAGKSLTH
# CCHFV vOTU inh: CCHFV vOTU protease inhibitors, primary screen, biochemical, Pep-AMC substrate, fluorescence; hit rate 0.55% among 370,000; inhibition, % at 11.5 µM; further: 0% = vehicle wells with enzyme and 100% = no enzyme wells
# BoNT F protease: BoNT/F light chain protease inhibitors, primary screen, biochemical, flow cytometry, MLPCN library; Botulinum neurotoxin type F light chain protease (Clostridium botulinum); Multiplex microsphere protease cleavage assay; inhibition, % at 10 µM; hit rate 0.22% among 360,000; AID 588497, 2011; in the data active means inhibition above about 35%, passing the limit was not always enough; inconclusive means no clear call, values can overlap the other calls; further: plate controls were buffer without enzyme for full effect and enzyme alone for no effect
# PrPC TRFRET: inhibitors of human cell surface prion protein PrPC, primary screen, cell-based, TR-FRET | Major prion protein (Homo sapiens), P04156 | TR-FRET read-out | inhibition, % at 13.8 µM | hit rate 0.43% among 370,000 | AID 720596, 2013; in the data active means inhibition above about 24%; further: 0% = median of the test wells and 100% = reference compound wells
# GDH-TPI inh: GDH-TPI coupling enzyme inhibitors, primary screen, artefact control for M. tuberculosis FBA inhibitor project, biochemical, absorbance, full deck. inhibition, % at 4.8 µM. hit rate 1.2% among 360,000. GDH-TPI coupled enzyme counterscreen, NADH absorbance;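 further: 0% = DMSO wells and 100% = wells lacking the enzyme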
# Starred values were filed as active, the others as inactive; ? = inconclusive; / = no result given; & = joins results of further samples. Unless noted, no stated cut-off is given here; in the data, active means inhibition above about 30%; inactive means the rest.
molecule	FadD28 FP inh	Mtb UGM inh	BoNT A protease	BioA inh	Mtb FBA inh	CCHFV vOTU inh	BoNT F protease	PrPC TRFRET	GDH-TPI inh
CCCOc1ccc(-c2nc(N3CCN(C)CC3)c3ccccc3n2)cc1	/	-2.8	-4.1	1.8	10	0	-22	-1	4
CC1CCN(Cc2c(O)ccc3c(=O)c(-c4nc5ccccc5s4)c(N)oc23)CC1	1.7	0.2	0.2	/	9	-6	-4	-2	16
COc1ccc(S(=O)(=O)N2CCC[C@@H]2C(=O)N2CCC[C@H]2C(=O)NCc2ccncc2)cc1C	/	/	-1.3	/	/	3	1	-8	/
CCC(=O)Nc1ccc(NC(=O)/C=C/c2ccc(Cl)cc2)cc1	0.6	1.4	-0.3	0.4	1	1	-2	1	10
C=CCNc1nc2c(c(=O)[nH]c(=O)n2C)n1Cc1cccc(C)c1	0.5	/	-0.6	-2.1	3	2	-6	6	-2
O=C(O)CSCC(=O)N1CCCN(c2ccc(C(F)(F)F)cn2)CC1	-1.5	-2.6	-4.0	0.5	6	-8	2	-5	5
COc1ccc(Br)cc1CNc1ccc2[nH]c(=O)[nH]c2c1	-6.5	-0.8	-0.1	/	8	5	-4	7	8
CCOC(=O)c1cnc2ccc(C)cc2c1NCCO	-2.6	1.3	0.3	0.2	-3	8	0	-6	7
CCOC(=O)N1CCC(NC(=O)C2CCCN(S(=O)(=O)c3cccnc3)C2)CC1 (configuration not stated)	-1.8	-0.5	0.4	0.2	4	1	-8	3	4
COc1cccc(C2C([N+](=O)[O-])=C(N)Oc3c2c(=O)oc2ccccc32)c1 (configuration not stated)	-0.8	2.1	0.9	-0.2	-1	-7	4	3	12
CC(=O)c1ccc(N2CCN(S(=O)(=O)c3ccc4c(c3)CCC(=O)N4)CC2)cc1	1.9	/	0.4	3.5	3	27	6	-2	19
CCOc1ccc(N2CC(NS(=O)(=O)c3cccnc3)CC2=O)cc1 (configuration not stated)	-2.2	1.5	/	-2.5	1	12	/	-1	11
CCN(c1ccccc1)S(=O)(=O)c1nnc(NC(=O)c2ccccc2OC)s1	-5.9	0.0	0.0	0.6	6	-4	-8	-2	3
CN1CCN(C(=O)/C(=C/c2ccco2)NC(=O)c2ccccc2)CC1	0.2	0.8	-1.4	0.2	-1	4	-13	-17	10
CCC(c1nnnn1-c1ccc2c(c1)OCCO2)N1CCN(c2ccccc2)CC1 (configuration not stated)	/	/	-0.9	/	/	11	-11	13	/
CC(C)(C)NC(=O)CN(C(=O)CS(=O)CC(=O)Nc1ccc(F)cc1)c1ccc(Cl)cc1 (configuration not stated)	-7.5	3.2	?	9.4	0	-2	2	8	-6
CCC(CC)NC(=O)COc1ccc(OC)cc1C=O	-2.0	-5.2	-0.2	/	5	-1	2	5	-2
O=C(/C=C/c1ccc2c(c1)OCO2)N1CCOCC1	0.1	0.7	0.7	-0.4	8	8	19	-1	27
CCN1CCN(C(=O)C2COc3ccccc3O2)CC1 (configuration not stated)	-1.8	1.7	-4.9	-0.1	1	-4	-12	-1	5
CCOC(=O)c1[nH]c(C)c(C(=O)NC2CCCCC2)c1C	-4.1	-1.1	-0.8	-1.2	0	-3	-2	6	-5
O=C(O)c1cc2c([nH]c1=O)CCCC2	-2.4	-1.9	-0.1	0.1	12	-4	?	-3	6
Clc1ccc(CN2CCN(c3ncccn3)CC2)c(Cl)c1	0.1	-0.4	-5.2	-3.4	3	9	-29	0	7
N#CC(C(=O)Nc1ccc(Cl)c(Cl)c1)=C1Nc2ccccc2N1	-1.6	1.2	-0.5	0.3	7	7	-13	-8	32*
Cn1c(O)c(/C=C2\C=c3ccccc3=NC2=O)c(=O)n(C)c1=O	1.1	-0.6	-0.2	-2.6	19	-9	4	-2	11
CC(C)NS(=O)(=O)c1ccc2c3c(cccc13)CC2	0.5	0.9	-1.3	/	23	6	-5	16	3
CC1(OC(=O)C2CCCC2)C(=O)C=C2C=C(c3ccsc3)OC=C2C1=O (configuration not stated)	4.9	1.7	1.8	-1.6	0	8	-5	-4	14
COc1cc(C(=O)NCc2nnc(SCC(=O)Nc3cccc(C(F)(F)F)c3)o2)cc(OC)c1OC	-1.1	3.2	-1.3	-1.7	1	19	-2	4	-1
COc1cccc(-c2ncc3ccccc3c2COC(=O)c2ccccc2C(=O)O)c1	-6.3	1.5	0.1	0.3	0	-1	-17	3	-3
CN(CC(=O)Nc1ccc(F)cc1)C(=O)c1cc(-c2cccs2)nn1-c1ccccc1	-1.3	/	3.3	-0.3	1	1	8	-2	6
O=C(CCc1ccccc1)NC(NC(=S)Nc1ccc(Br)cc1)C(Cl)(Cl)Cl (configuration not stated)	-3.0	-0.8	1.5	-2.0	-2	6	7	18	8

# Whole records, quoted from the list:
# Results for `O=C(/C=C/c1ccc2c(c1)OCO2)N1CCOCC1` = FadD28 FP inh = 0.1; Mtb UGM inh = 0.7; BoNT A protease = 0.7; BioA inh = -0.4; Mtb FBA inh = 8; CCHFV vOTU inh = 8; BoNT F protease = 19; PrPC TRFRET = -1; GDH-TPI inh = 27
# Results for `N#CC(C(=O)Nc1ccc(Cl)c(Cl)c1)=C1Nc2ccccc2N1` = FadD28 FP inh = -1.6; Mtb UGM inh = 1.2; BoNT A protease = -0.5; BioA inh = 0.3; Mtb FBA inh = 7; CCHFV vOTU inh = 7; BoNT F protease = -13; PrPC TRFRET = -8; GDH-TPI inh = 32*
# Results for `CN(CC(=O)Nc1ccc(F)cc1)C(=O)c1cc(-c2cccs2)nn1-c1ccccc1` = FadD28 FP inh = -1.3; Mtb UGM inh = /; BoNT A protease = 3.3; BioA inh = -0.3; Mtb FBA inh = 1; CCHFV vOTU inh = 1; BoNT F protease = 8; PrPC TRFRET = -2; GDH-TPI inh = 6

# (next part)
molecule	FadD28 FP inh	Mtb UGM inh	BoNT A protease	BioA inh	Mtb FBA inh	CCHFV vOTU inh	BoNT F protease	PrPC TRFRET	GDH-TPI inh
Nc1nc(C(=O)N2CCOCC2)nn1C(=O)c1ccc(Cl)cc1	-4.0	0.6	0.8	-0.3	0	3	2	-5	-1
N#C/C(=C\c1cn[nH]c1-c1ccccc1)C(=O)NC1CCCCCC1	-2.8	3.7	-2.1	1.5	0	-3	-15	8	16
CCc1ccc(NC2=NC(C(=O)c3ccccc3)CC(=O)N2)cc1 (configuration not stated)	-4.7	3.2	-0.6	-0.1	2	4	3	2	6
NCc1ccccc1	-4.5	3.4	-0.6	-0.1	-3	-4	-8	7	3
O=C(Cn1c(=O)oc2cc(S(=O)(=O)NCc3ccccc3)ccc21)N1CCCC1	-0.9	0.5	-0.3	-0.5	1	12	-4	-3	6
COc1cc(NCC2COc3c(ccc(OC)c3OC)C2=O)c([N+](=O)[O-])cc1OC (configuration not stated)	-3.9	/	-0.4	1.3	-9	-1	3	-18	/
C/C(=N\NC(=O)CCC(=O)NCc1ccccc1)c1ccc([N+](=O)[O-])cc1	/	/	-0.5	1.8	-1	-17	-5	-11	8
C[C@H](CO)N1C[C@H](C)[C@@H](CN(C)C(=O)NC2CCCCC2)Oc2c(NS(=O)(=O)c3ccccc3)cccc2C1=O	-0.3	0.9	0.1	-0.4&-2.0	8	-4	-5	-11	13
COc1ccc(C(=O)N/C(=C\c2cn(C)c3ccccc23)C(=O)NCCCN2CCOCC2)cc1OC	-3.5	-1.5	2.2	1.2	6	20	0	-15	20
CCCC(=O)Nc1cc(S(=O)(=O)N2CCCCC2)ccc1N1CCOCC1	-4.8	-0.5	-0.3	-0.5	-1	16	1	9	1
O=C1c2cccnc2C(Nc2ccc(Cl)cc2)N1Cc1cccs1 (configuration not stated)	-2.2	1.0	-0.1	0.2	1	-7	-10	-3	2
CCOc1cc(C2CC(=O)N3CN(C4CCCCC4)CSC3=C2C#N)ccc1O (configuration not stated)	2.5	-3.5	0.2	0.5	0	12	-10	1	-4
CC1(CC(=O)N/N=C/c2ccc(-c3ccc(C(=O)O)cc3)o2)OCCO1	-3.5	-0.1	0.2	0.8	16	18	-6	-17	60*
CC(/C=N/NC(=O)c1cc(-c2ccc(C)o2)[nH]n1)=C\c1ccccc1	0.5	1.1	0.2	-0.4	4	4	1	1	17
CC(C)Cn1c(SCC(=O)N(C)C2CCS(=O)(=O)C2)nc2cc(Cl)ccc2c1=O (configuration not stated)	-3.5	/	2.3	2.1	1	-5	6	1	6
Cc1ccc(-n2c(SCc3ccc(C(=O)O)cc3)nnc2-c2ccncc2)cc1	-2.5	1.5	-1.0	/	9	-5	7	-4	-9
O=C(CCNC(=O)N1CC(=O)Nc2ccccc21)Nc1ccc(Cl)cc1	-1.7	-0.8	-1.7	-0.7	1	17	-5	-5	2
O=C(O)C1CCCN1c1ncnc2ccccc12 (configuration not stated)	-0.7	-2.1	0.5	0.0	0	-15	3	3	6
COc1ccc(CC(NC(C)=O)C(=O)NC2CCN(C(=O)c3cccc(Cl)c3)CC2)cc1OC (configuration not stated)	0.9	/	0.6	-1.7	1	5	9	6	6
CCN(Cc1ccccc1)C(=O)C(=O)c1cn(CC(=O)N2CCCC2)c2ccccc12	-4.5	1.9	1.5	0.0	2	13	4	5	18
O=C(Nc1nc2c(s1)CCCC2)Oc1ccccc1	-2.4	-0.2	-0.3	5.3	3	-1	-7	4	-2
COc1cc(OC)cc(C(=O)NNC(=O)CCNC(=O)c2ccc(Br)cc2)c1	-2.1	4.6	-0.4	-1.7	2	-7	-5	-6	3
COc1ccc(/C=C/C(=O)NC(=S)NNC(=O)c2cnccn2)cc1	-4.1	-0.2	-3.9	/	1	-9	?	-4	3
Cc1ccc(N2C(=S)N=C(Nc3ccccc3C)C23CCOC(C)(C)C3)cc1 (configuration not stated)	-1.1	0.1	-0.7	-0.9	3	-4	6	4	14
COc1ccc(N(CC(=O)Nc2ccc(C(N)=O)cc2)S(=O)(=O)c2ccc(C)c([N+](=O)[O-])c2)cc1	-30	1.0	0.2	/	-1	2	-5	4	-6
CCOc1ccc(NC(=O)C2CCCN2C(=O)OCc2ccccc2)cc1 (configuration not stated)	-0.9	-0.7	-0.6	-0.4	2	3	-2	6	5
COc1ccc(N(CC(=O)NCCSc2ccccn2)S(=O)(=O)c2ccc(C)cc2)cc1OC	1.2	3.2	-2.6	-1.6	-1	21	-12	8	2
Cc1cc(C)nc(/N=C(\N)C2=C(O)CC(C)(C)CC2=O)n1	-4.0	-2.4	-0.5	-2.7	-1	9	-4	-4	-5
O=C(NC1CCN(c2ncccn2)CC1)c1ccccc1Cl	-1.4	1.6	-2.3	-0.4	7	19	6	-5	-3
Cn1nnc2cc(C(=O)NC(C)(C)C)ccc21	-1.9	0.3	0.9	37	2	-6	6	-6	0
CC(C)c1ccccc1NC(=O)COC(=O)c1cc([N+](=O)[O-])ccc1N1CCOCC1	-8.9	2.7	?	-0.1	-3	5	?	-16	8
COC(=O)[C@]12CCCCC=C1N(Cc1ccc(Cl)cc1Cl)C(=O)[C@H](CC(=O)NCc1ccc(C)o1)C2	/	/	-0.5	/	/	5	0	1	/
COc1cc(OC)c(NS(=O)(=O)c2cc(C(=O)OC(C)C(=O)NC3CC3)c(Cl)cc2Cl)cc1Cl (configuration not stated)	-1.0	3.6	2.1	/	2	4	-3	-4	4
